Wee1 stabilizer = inhibitors of human Wee1 degradation | P30291 | HeLa Luc-Wee1K328M stability, luciferase luminescence; 100% = proteasome inhibitor MG132 effect | reporter increase, % at 5 µM | actives 1.2% (n = 220,000) | AID 1321;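 active = activation above the mean of all tested compounds plus 3 SD, set per screening run, cut at about 8.8% in these data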;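 note: cells exposed to compound for 20 h before luminescence read; 0% = DMSO alone and 100% = MG132 at 30 µM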
KCC2 mod = modulates chloride dependent transport by human KCC2. Q9H2X9. KCC2 cells, thallium flux FluoZin-2 fluorescence. B-score of Tl+ flux slope (higher = more flux/activation; lower = inhibition) at 10 µM. actives 2.2% (n = 190,000). AID 1456;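 active = thallium flux slope and its plate-corrected score both differing from the plate sample mean at a set confidence after two filtering rounds, in either direction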;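 note: slope of fluorescence scaled to starting intensity during 10 to 20 s after thallium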
FXIa inh = inhibitors of human coagulation factor XIa; purified FXIa, Boc-Glu-Ala-Arg-AMC fluorogenic substrate; inhibition, % at 5 µM; actives 0.14% (n = 220,000); AID 798;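 active = inhibition of at least 40%; inactive = inhibition below 40%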;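 note: fluorescence of freed AMC excited at 355 nm; 0% = enzyme without compound and 100% = no enzyme blank; many of its hits are not listed in these tables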
p97 ATPase inh = human p97 ATPase inhibition; P55072; recombinant p97 ATPase, Kinase-Glo ATP luminescence, 3 h; inhibition, % at 8 µM; actives 0.42% (n = 220,000); AID 1481; in the data active = inhibition above about 15%;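 note: 0% = DMSO vehicle and 100% = wells lacking enzyme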
FXIIa inh = inhibitors of human coagulation factor XIIa; P00748; purified FXIIa, Boc-QGR-AMC fluorogenic substrate, 2 h; inhibition, % at 5 µM; actives 0.3% (n = 220,000); AID 800; in the data active = inhibition above about 40%;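 note: 0% = enzyme with no compound and 100% = blank without enzyme; many of its hits are not listed in these tables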
Furin inh = blocks human furin protease activity; P09958; purified furin, fluorogenic substrate cleavage; inhibition, % at 30 µM; actives 0.061% (n = 220,000); AID 463115; in the data active = inhibition above about 25%; note: inactives centre near -15
Target sequence (P09958 108-714 limits assumed): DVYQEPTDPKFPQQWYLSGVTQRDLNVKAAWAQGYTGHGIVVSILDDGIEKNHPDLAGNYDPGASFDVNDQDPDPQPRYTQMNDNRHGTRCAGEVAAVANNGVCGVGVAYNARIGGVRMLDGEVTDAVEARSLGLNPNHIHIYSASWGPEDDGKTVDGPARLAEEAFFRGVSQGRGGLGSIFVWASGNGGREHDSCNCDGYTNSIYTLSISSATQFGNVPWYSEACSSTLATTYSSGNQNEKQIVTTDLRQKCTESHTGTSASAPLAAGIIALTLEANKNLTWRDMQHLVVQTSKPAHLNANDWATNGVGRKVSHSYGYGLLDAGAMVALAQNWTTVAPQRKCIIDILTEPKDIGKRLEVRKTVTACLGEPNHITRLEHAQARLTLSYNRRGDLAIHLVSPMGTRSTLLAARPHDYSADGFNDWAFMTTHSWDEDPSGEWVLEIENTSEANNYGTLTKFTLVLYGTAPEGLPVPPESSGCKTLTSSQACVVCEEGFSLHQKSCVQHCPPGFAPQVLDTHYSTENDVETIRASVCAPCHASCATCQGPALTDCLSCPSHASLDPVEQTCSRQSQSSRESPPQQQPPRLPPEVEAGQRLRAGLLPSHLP
Thrombin inh = inhibitors of human thrombin | AID 1046 | actives 0.26% (n = 220,000) | alpha-thrombin, Boc-VPR-AMC fluorogenic substrate cleavage | inhibition, % at 5 µM | P00734;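 active = inhibition at or above 40%; inactive = inhibition below 40%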;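 note: 0% = enzyme with no compound and 100% = wells without enzyme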
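System – human alpha-thrombin protein · Reagent – Boc-VPR-AMC substrate, 15 µM final · Compound – 5 µM single dose in 0.2% DMSO · Schedule – reaction at room temperature · Technique – AMC fluorescence at 355 nm excitation and 460 nm emission · Read-out basis – % inhibition relative to enzyme controls and enzyme-free blanks · Control set – no-compound enzyme wells and no-enzyme blanks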
PERK inhibitor = inhibitors of human PERK kinase | actives 0.17% (n = 220,000) | CHO PERK-DD fusion, SEAP luminescence translation reporter | AID 1416 | Q9NZJ5 | inhibition, % at 5.6 µM;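 active = inhibition above the mean inhibition of all tested compounds plus 3 SD, set separately per screening campaign, cut at about 2.9% in these data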;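 note: PERK kinase domain activated by AP20187 dimerizer at 100 nM; 0% = DMSO with dimerizer and 100% = rapamycin at 8.4 µM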
hK5 inh = kallikrein 5 (human) inhibition; Q9Y337; recombinant hK5, fluorogenic AMC substrate cleavage; inhibition, % at 5 µM; actives 0.59% (n = 210,000);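 active = inhibition of 40% or more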;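 note: 0% = enzyme controls without compound and 100% = no-enzyme blanks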
Target sequence (Q9Y337 67-293 limits assumed): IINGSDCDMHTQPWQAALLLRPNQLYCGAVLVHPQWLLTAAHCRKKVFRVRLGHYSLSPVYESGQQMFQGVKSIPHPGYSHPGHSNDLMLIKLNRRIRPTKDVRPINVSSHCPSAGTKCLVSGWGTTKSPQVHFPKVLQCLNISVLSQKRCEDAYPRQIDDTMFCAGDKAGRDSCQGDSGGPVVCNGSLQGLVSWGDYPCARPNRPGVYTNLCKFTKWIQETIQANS
Numbers without * were called inactive; . = not tested or not shown; [ ] = remark or other dose.

entry	KCC2 mod	PERK inhibitor	hK5 inh	Thrombin inh	p97 ATPase inh	SMILES	Wee1 stabilizer	FXIIa inh	Furin inh	FXIa inh
1	0.71	1.2	.	-1	5	COc1ccc(C2CCCN2C(=S)Nc2c(C)cccc2C)cc1OC (centres undefined)	6	2	-34	0
2	0.92	0.2	-13	1	3	CCOc1ccc(-n2cc(C(=O)N3CCN(C)CC3)c3cc(OC)c(OC)cc3c2=O)cc1	-2	-5	7[20 µM]	-12
3	2.5	-1.3	1	-1	-3	Cn1ccnc1C(=O)c1ccc(Cl)c(S(=O)(=O)N2CCOCC2)c1	6	5	3	4
4	2.1	-0.2	-2	1	5	COc1cc(/C=N/NC(=S)Nc2cccnc2)cc(OC)c1O	2	5	-4	-1
5	0.4	0.4	-22	-4	2	O=C(O)CCc1ccc(-c2ccc(F)cc2)n1NC(=O)c1ccco1	-1	0	-21[20 µM]	0
6	0.69	0.4	-4	4	0	CCCNC(=O)CN(C)S(=O)(=O)c1c(C)cc(C)cc1C	-1	16	-14[20 µM]	7
7	.	1.4	6	1	2	COc1ccc(OC)c(/C=C2\SC(=S)N(C(C(=O)O)c3ccccc3)C2=O)c1 (centres undefined)	9.7*	13	2	9
8	-0.0089	.	-4	0	.	C=CCN1C=C2C(=O)C(C)(OC(=O)CCc3ccccc3)C(=O)C=C2C=C1c1ccc(C#N)cc1 (centres undefined)	.	6	-19	0
9	-0.3	1.1	-5	-2	6	O=C1Nc2ccc(Br)cc2C1(O)Cc1ccccn1 (centres undefined)	0	4	-21[20 µM]	0
10	-0.37	0.5	-8	-3	3	COc1ccc(C)cc1N(C(=O)COc1cccc(F)c1)c1nc2ccccc2s1	-3	-1	-34	2
11	0.44	1.4	8	1	4	O=C(c1ccccc1F)N1CCN(S(=O)(=O)c2ccc(S(=O)(=O)N3CCCCCC3)cc2)CC1	0	5	-17	2
12	-2	1.2	5	-5	4	COc1cc(-c2nc(S(=O)(=O)c3ccc(C)cc3)c(N(C)C)o2)cc(OC)c1OC	3	11	-19[20 µM]	-1
13	-0.6	-0.8	-5	4	-1	CC(Oc1ccc(Cl)cc1Cl)C(=O)N(Cc1ccco1)C1CCS(=O)(=O)C1 (centres undefined)	5	14	-30	9
14	0.51	-0.5	.	.	4	C=CCOc1ccc(C2C(C(=O)c3cccs3)=C(O)C(=O)N2c2nnc(C)s2)cc1 (centres undefined)	-1	.	-37[20 µM]	.
15	0.052	1.1	-14	-9	2	COCCNC(=O)c1ccc(C(=O)NCCOC)s1	1	-9	-20[20 µM]	-15
16	0.22	0.6	-16	-3	6	O=C(NNC(=S)NCc1ccco1)c1ccc(S(=O)(=O)N2CCOCC2)cc1	-1	1	-20	-5
17	0.32	0.5	-11	-10	1	COC(=O)c1ccc2nc(-c3ccc(S(C)(=O)=O)cc3)cn2c1	-3	-10	-23	-4
18	0.9	-0.4	-5	0	3	CC(=O)N1CCc2cc(S(=O)(=O)CCC(=O)N3CCN(c4ccccn4)CC3)ccc21	0	4	-11[20 µM]	-2
19	1.3	0.2	-3	4	0	CC1(C)CC(=O)c2sc(NS(=O)(=O)c3ccccc3)nc2C1	0	4	-8	0
20	0.86	0.8	1	-1	3	CCOC(=O)C(CC)/C(C)=N\NC(=O)c1cccc(C)c1 (centres undefined)	-2	3	-19	-6
21	-0.61	-0.8	-15	-2	7	COc1cc(/C=N/Nc2ncnc3sc4c(c23)CCC4)ccc1O	-1	10	-23	1
22	1.1	0.6	0	-4	1	COc1ccc(Cl)cc1-c1nc(SCC(=O)NC2CC2)n[nH]1	-3	6	-11	5
23	-0.86	0.5	-4	-25	-2	CCC(C)NC(=O)COc1ccc(OCc2ccccc2)cc1 (centres undefined)	2	10	-20	-7
24	-0.73	0.1	9	2	-5	O=C(NCCO)c1cccc(Nc2nc(-c3ccccc3)c3cc(Cl)ccc3n2)c1	2	15	-14	-9
25	-1.1	0.5	0	3	4	Nc1nn2c(-c3ccccc3)cc(=O)[nH]c2c1N=Nc1ccc(Br)cc1	-2	5	-14	0
26	0.37	1.4	19	11	3	CCC(C)NCCOCCOc1ccc(F)cc1 (centres undefined)	0	5	-5[20 µM]	4
27	-0.18	0.6	29	56*	14	Cc1cc(C)c(S(=O)(=O)ON2C(=O)c3ccccc3C2=O)cc1C	-4	38	-5[20 µM]	72*
28	-0.049	0.3	-1	1	5	COc1cc(C(=S)N2CCCCC2)ccc1OCC(=O)N1CCCC1	-1	11	16[20 µM]	-1
29	0.087	0.2	-3	-3	-2	CSc1nc2c(cc1C#N)CCCCC2	0	-17	-3	0
30	0.59	0.7	-5	3	11	O=C(O)c1cc(-c2ccc(/C=C3\NC(=O)N(c4ccccc4)C3=O)o2)ccc1Cl	-1	8	-9	0

Continued, starting with the last two of the part before.
entry	KCC2 mod	PERK inhibitor	hK5 inh	Thrombin inh	p97 ATPase inh	SMILES	Wee1 stabilizer	FXIIa inh	Furin inh	FXIa inh
29	0.087	0.2	-3	-3	-2	CSc1nc2c(cc1C#N)CCCCC2	0	-17	-3	0
30	0.59	0.7	-5	3	11	O=C(O)c1cc(-c2ccc(/C=C3\NC(=O)N(c4ccccc4)C3=O)o2)ccc1Cl	-1	8	-9	0
31	0.55	-0.9	-6	-2	0	COc1ccc2[nH]c(=O)c(CN(Cc3cccs3)S(=O)(=O)c3cccc4nsnc34)cc2c1	0	7	-35[20 µM]	-13
32	-0.48	-0.1	6	-5	4	Cc1cc(Cl)ccc1OCC(=O)Nc1nc(-c2cccs2)cs1	-1	4	-12[20 µM]	-5
33	0	-0.6	-10	1	0	Cc1ccc2nc(N(CCCN(C)C)C(=O)c3ccc(S(=O)(=O)N(C)C)cc3)sc2c1	1	13	-28	4
34	0.51	-0.2	-21	-11	1	COc1ccc(CCn2c(N3CCOCC3)nc3c2c(=O)[nH]c(=O)n3C)cc1	0	-2	-15[20 µM]	-4
35	0.64	1.2	0	-1	6	O=C(O)c1ccccc1NCc1ccco1	1	7	-42	-6
36	0.56	-1.6	-25	5	0	COc1ccc(-c2cc(C(=O)N/N=C/c3sccc3C)c3ccccc3n2)c(OC)c1	-1	2	0[20 µM]	3
37	0.42	-0.7	-15	3	-3	CC(C(=O)NC(C)(C)C)N(C(=O)CS(=O)CC(=O)Nc1ccc(F)cc1)c1ccccc1F (centres undefined)	-1	4	-32	13
38	0.23	1.8	-8	4	4	Cc1oc2ncnc(N)c2c1C	-3	10	-11	2
39	-0.52	0.0	-8	-8	-6	COc1ccc(-c2cnnc(N/N=C/c3c(C)nn(-c4ccccc4)c3Cl)n2)cc1	-2	-11	-7	-13
40	-0.59	2.0	-12	2	1	CCOC(=O)CC(NC(=O)Cn1nnc(-c2ccccc2Cl)n1)c1ccc(OC)cc1 (centres undefined)	2	4	-18	0
41	-0.13	1.5	3	0	4	COc1cccc(NC(=O)COC(=O)CCCc2c[nH]c3ccccc23)c1	-1	1	-14[20 µM]	1
42	0.06	0.2	-7	-9	2	CCN1c2ccc(S(=O)(=O)N3CCOCC3)cc2N(Cc2ccc(OC)cc2)C1C (centres undefined)	-1	-7	-24	-5
43	0.47	-0.5	14	14	-3	CC1CCN(S(=O)(=O)c2ccc(S(=O)(=O)NCc3cccnc3)cc2)CC1	-2	9	-12	-1
44	-1.3	-0.1	-10	-2	3	COc1cccc2cc(C(=O)N3CCc4ccccc4C3)c(=O)oc12	-2	3	-11	-6
45	0.027	1.8	-1	-1	7	NNc1ccc(Cl)c(C(=O)O)c1	1	9	-21	8
46	0.01	-0.6	3	-6	5	CN1CCN(S(=O)(=O)c2ccc(NC(=O)C3CCCCC3)cc2)CC1	-2	10	-16[20 µM]	-6
47	-0.61	1.0	-15	-1	6	Cc1ccc(SCCNC(=O)/C=C/c2ccc(Cl)cc2)cc1	0	16	-6	9
48	-0.36	-0.2	-22	-6	-9	CCOC(=O)C1CCCN(C(=O)C(C)Oc2ccc(Cl)cc2Cl)C1 (centres undefined)	0	5	-12[20 µM]	3
49	-0.39	0.9	-6	-2	0	Cc1ccccc1C(=O)c1cccn1CC(=O)O	0	4	-26	-5
50	-0.026	0.6	2	-1	13	Cc1c(C)c(C)c(C(=O)C2CCN(c3ccc([N+](=O)[O-])cn3)CC2)c(C)c1C	-2	6	-11	-4
51	0.074	-0.4	-5	-5	-6	O=C(NC(Nc1ncc(S(=O)(=O)c2ccc([N+](=O)[O-])cc2)s1)(C(F)(F)F)C(F)(F)F)c1ccc(Cl)cc1	-1	4	7[20 µM]	-2
52	-0.99	-0.6	-1	-6	7	COc1ccccc1NC(=S)N(CCCN(C)C)Cc1cc2cc3c(cc2[nH]c1=O)OCO3	-2	5	-18	-3
53	-1.3	-2.1	-3	-6	-11	O=C(CCCSc1nnnn1-c1cccc2ccccc12)c1ccc(F)cc1	4	16	-3[20 µM]	1
54	-0.99	0.1	-1	5	-6	O=C(O/N=C/c1ccc2c(c1)OCO2)c1ccccc1Cl	0	8	-11[20 µM]	0
55	.	1.1	-7	-7	5	Cc1cnn(Cc2cccnc2)c1N	1	1	-19	-5
56	-0.99	-2.8	-11	-6	-1	CCOC(=O)c1sc2nccc(N(C)C)c2c1N=CNOCc1c(F)cccc1Cl	1	6	-21[20 µM]	-12
57	-0.015	-0.3	-13	-5	4	CCCCCc1nnc(NC(=O)C2CCCO2)s1 (centres undefined)	0	6	34*[20 µM]	1
58	0.28	1.1	3	-2	3	COC(=O)Cc1cc(=O)n2[nH]c(C)nc2n1	-1	11	-27	1
59	-1.1	-0.6	-6	0	1	Oc1ccccc1CNc1nc2ccccc2n1CCN1CCCCC1	1	15	-24	5
60	.	0.5	-4	1	4	CN1C(=O)N(C)C(NC(=O)Nc2ccccc2)C1NC(=O)Nc1ccccc1 (centres undefined)	-2	11	-18	1

The closing three records of the part above come first, to join the parts.
entry	KCC2 mod	PERK inhibitor	hK5 inh	Thrombin inh	p97 ATPase inh	SMILES	Wee1 stabilizer	FXIIa inh	Furin inh	FXIa inh
58	0.28	1.1	3	-2	3	COC(=O)Cc1cc(=O)n2[nH]c(C)nc2n1	-1	11	-27	1
59	-1.1	-0.6	-6	0	1	Oc1ccccc1CNc1nc2ccccc2n1CCN1CCCCC1	1	15	-24	5
60	.	0.5	-4	1	4	CN1C(=O)N(C)C(NC(=O)Nc2ccccc2)C1NC(=O)Nc1ccccc1 (centres undefined)	-2	11	-18	1
61	-0.42	0.3	-6	6	4	Cc1ccc(C)c(CN2C(=O)C3CCCN3c3ccc(S(=O)(=O)N4CCOCC4)cc32)c1 (centres undefined)	0	14	-22	3
62	1	2.1	-6	-3	4	O=C(CCl)N(c1ccccc1)C1CCS(=O)(=O)C1 (centres undefined)	3	7	-21	1
63	-0.036	-0.3	-9	4	-1	O=C(C1CCC(Cn2c(=S)[nH]c3ccccc3c2=O)CC1)N1CCOCC1 (centres undefined)	-2	19	-20	9
64	0.17	0.5	-8	2	3	CCC(=O)N1CCC(c2ccc(OC)cc2)=N1	6	24	-17	24
65	-0.82	2.1	-4	5	2	COC(=O)C(Cc1ccccc1)N1CCS(=O)(=O)CC1 (centres undefined)	1	7	-20	-1
66	0.046	1.4	4	1	4	CC1CCc2c(sc(NC(=O)c3ccc(-c4ccccc4[N+](=O)[O-])o3)c2C#N)C1 (centres undefined)	1	18	-13[20 µM]	8
67	-0.24	-0.8	-5	1	4	COc1cc([N+](=O)[O-])cc2cc(C(=O)NC(C)(C)C)c(=O)oc12	0	17	-15	-1
68	-0.037	-0.2	2	-6	-1	O=S(=O)(NCc1ccccn1)c1cc(C(F)(F)F)ccc1Cl	-2	2	-18	-1
69	-0.3	0.1	3	-4	2	CC1CCN(C(=O)C(C)c2ccc([N+](=O)[O-])cc2)CC1 (centres undefined)	-2	7	-26	3

Bioassay records deposited in PubChem BioAssay by several laboratories.
